# TCR activator – T cell receptor activation | AID 504894 | primary human leukocytes, anti-CD3, IL-2 HTRF, 48 h | Potency, µM (titrated, usually from 9.22 µM), for inactives: at the top dose activation of IL-2 secretion, actives largely listed as activators | 330,000 tested, under 10 active; note: % of control where 0% means no effect
#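 1) Mix primary human leukocytes, a-CD3 beads and compound. 2) Incubate 48 hr. 3) Add HTRF IL-2 reagents (a-IL-2-K, a-IL-2-d2).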
# Mito fusion yeast – mitochondrial division inhibition or fusion activation | S. cerevisiae fusion-defective mutant growth rescue, CellTiterGlo 48 h | Potency, µM (highest dose often 46.1 µM), for the others: top-dose growth rescue (activation), usual class: activators | 320,000 tested, 0.23% active | AID 485298;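 note: potency is the fitted concentration of half-maximal effect; % of control where 0% means no effect; nearly all actives have a fitted effect of over 45% in size; temperature-sensitive fusion mutants such as fzo1-1 at 37 °C on non-fermentable ethanol glycerol medium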
#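 S. cerevisiae fusion-defective temperature-sensitive mutants (e.g. fzo1-1, mgm1-5) grown 48 h at 37C in YPEG (ethanol/glycerol non-fermentable) medium with 23 nl compound per well; growth rescue read as CellTiterGlo luminescence.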
# ASM inhibitor – human S-ASM enzyme inhibition; P17405; placental ASM, HMU-PC fluorogenic substrate, 60 min; Potency, µM (doses to about 57.5 µM), for the others: at the highest dose activity change, negative = inhibition, usual class: inhibitors; 340,000 tested, 0.006% active; AID 504937; note: potency is the fitted concentration of half-maximal effect
#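 Human placenta-derived ASM preincubated with compound 10 min at room temperature, then reacted with 9 uM (final) fluorogenic HMU-PC substrate for 60 min at 37 C. Stop solution raises pH to 10; fluorescence read at Ex 386/Em 447 nm.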
# AT treatment – candidate therapy for ataxia-telangiectasia | […] A-T fibroblasts, KAP-1 phosphorylation AlphaLISA; neocarzinostatin DNA damage 30 min before lysis | Potency, µM (highest dose often 57.5 µM), without a hit: at the highest dose activation, most hits filed as activators | 320,000 tested, 0.19% active | AID 485349; note: potency is the fitted concentration of half-maximal effect; % of control where 0% means no effect; nearly all actives have a fitted effect of over 45% in size
#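 ATM-like activity read as KAP-1 phosphorylation via AlphaLISA donor/acceptor antibody pairs after lysis and 6 hr at 25C. Cells were ATM-null patient fibroblasts ([…], hTERT), dosed 60 min, then exposed to the DSB inducer NCS for 30 min.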
# MBNL1 CUG block – blocks human MBNL1 binding to CUG repeat RNA. Q9NR56. TR-FRET MBNL1-His/biotin-(CUG)12 binding, 665/545 ratio. Potency, µM (doses to about 57.5 µM), for inactives: top-dose activity change, negative = inhibition, usual class: inhibitors. 280,000 tested, 0.036% active; active = well fitted inhibition curve with a large enough effect in the signal ratio, with a control signal flat, not every such curve was filed as active; inconclusive = small, poorly fitted or top-dose-only effect, or effect the other way, or a change in a side signal; inactive = no such curve, though single readings can be large or run the other way; the % refers to the signal ratio; note: potency is the fitted concentration of half-maximal effect; % is set by controls: 0 for no effect and ±100 for the full control effect
# Target sequence (Q9NR56 whole entry, looked up): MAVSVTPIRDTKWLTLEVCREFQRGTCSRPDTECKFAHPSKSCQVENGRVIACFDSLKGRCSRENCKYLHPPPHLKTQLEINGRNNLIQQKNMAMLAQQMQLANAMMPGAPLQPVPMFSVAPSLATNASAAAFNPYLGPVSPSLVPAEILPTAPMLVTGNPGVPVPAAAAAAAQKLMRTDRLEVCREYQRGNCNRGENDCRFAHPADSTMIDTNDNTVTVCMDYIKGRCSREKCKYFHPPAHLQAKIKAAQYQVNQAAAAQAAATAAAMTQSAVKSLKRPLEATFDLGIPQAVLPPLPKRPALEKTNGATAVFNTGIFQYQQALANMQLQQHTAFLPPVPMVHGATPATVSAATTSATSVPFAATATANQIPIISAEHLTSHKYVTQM
#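 Ratiometric TR-FRET (665 over 545 nm, excitation 340 nm) tracks disruption of MBNL1-His/biotin-(CUG)12 complex after 60 min at room temperature, with compounds at 92 nM to 58 uM final.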
# TSHR antag – blocks TSH signaling through the human TSH receptor; activity change, negative = inhibition, % at 11.5 µM; 330,000 tested, 0.2% active; TSHR-expressing cells, TSH-stimulated cAMP HTRF, 2 h; hits give low values; AID 504810;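 active = activity change below a set negative limit, meaning inhibition stronger than a set level, cut at about -70% in these data; inconclusive = activity change between two set negative limits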; note: % is set by controls: 0 for no effect and ±100 for the full control effect
#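 Inhibition of cAMP made by TSHR-expressing cells under TSH stimulation (4nM final, EC80; 2 h, 37 deg C) is quantified with a one-step lysis HTRF kit, anti-cAMP cryptate versus cAMP-d2.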
# Menin MLL FP TR – inhibitors of human menin-MLL interaction, mutant MLL peptide; O00255; Potency, µM (doses to about 61.6 µM), for inactives: at the top dose FP activity change, negative = inhibition, usual class: inhibitors; 270,000 tested, 0.23% active; Menin + Texas Red MLL mutant peptide, fluorescence polarization; active = well fitted inhibition curve with a large enough effect in the polarisation, with a control signal flat, not every such curve was filed as active; inconclusive = small, poorly fitted or top-dose-only effect, or effect the other way, or a change in a side signal; inactive = no such curve, though single readings can be large or run the other way; the % refers to the polarisation; note: potency is the fitted concentration of half-maximal effect; % of control where 0% means no effect; many of its hits are not listed in these tables
# Target sequence (O00255 whole entry, looked up): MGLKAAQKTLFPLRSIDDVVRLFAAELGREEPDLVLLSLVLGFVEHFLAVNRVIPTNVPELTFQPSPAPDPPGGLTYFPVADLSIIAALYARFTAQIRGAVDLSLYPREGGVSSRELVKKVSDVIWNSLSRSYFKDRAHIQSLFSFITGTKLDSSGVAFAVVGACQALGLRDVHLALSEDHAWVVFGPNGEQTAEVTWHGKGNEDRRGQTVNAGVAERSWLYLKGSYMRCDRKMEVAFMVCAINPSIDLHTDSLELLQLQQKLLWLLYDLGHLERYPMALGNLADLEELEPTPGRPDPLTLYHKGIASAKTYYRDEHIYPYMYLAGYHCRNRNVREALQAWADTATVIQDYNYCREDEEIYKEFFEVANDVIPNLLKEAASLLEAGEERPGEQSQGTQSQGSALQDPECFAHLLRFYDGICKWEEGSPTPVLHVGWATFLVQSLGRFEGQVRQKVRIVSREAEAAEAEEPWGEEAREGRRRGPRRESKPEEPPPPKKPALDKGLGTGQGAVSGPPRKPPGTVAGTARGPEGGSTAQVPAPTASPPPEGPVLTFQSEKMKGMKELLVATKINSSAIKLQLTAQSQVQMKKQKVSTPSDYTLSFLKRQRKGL
# MLL CXXC-DNA inh – inhibitors of human MLL CXXC domain-DNA interaction. 290,000 tested, 0.037% active. AID 2662. Potency, µM (series often up to 115 µM), for the others: at the highest dose activity change, negative = inhibition, usual class: inhibitors. MLL-CXXC / FITC-HOXA9 DNA fluorescence polarization; active = well fitted inhibition curve with a large enough effect in the polarisation, with a control signal flat, not every such curve was filed as active; inconclusive = small, poorly fitted or top-dose-only effect, or effect the other way, or a change in a side signal; inactive = no such curve, though single readings can be large or run the other way; the % refers to the polarisation; note: potency is the fitted concentration of half-maximal effect
#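 Steps: dispense CXXC domain solution (7 uM) → pin compounds or unlabeled HOX-A9 DNA control → 5 min ambient → add FLSN-HOX-A9 solution (50 nM) → spin → 30 min ambient → fluorescence polarization. Tris pH 7.5/NaCl/DTT/BSA buffer.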
# PTAP TSG101 blk – blocks PTAP/TSG101 interaction to inhibit HIV-1 budding; Fluorescence polarization, FITC-PTAP peptide / Tsg101 binding; Q99816; Potency, µM (titrated, usually from 115 µM), for inactives: at the highest dose activity change, negative = inhibition, actives largely listed as inhibitors; 340,000 tested, under 10 active; active = well fitted inhibition curve with a large enough effect in the main read-out, with a control signal flat, not every such curve was filed as active; inconclusive = small, poorly fitted or top-dose-only effect, or effect the other way, or a change in a side signal; inactive = no such curve, though single readings can be large or run the other way; note: potency is the fitted concentration of half-maximal effect; % of control where 0% means no effect
#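 Compounds were pin-transferred onto Tsg101 binding domain (10 uM final) in HEPES pH 7.5 buffer, then FITC-PTAP peptide was added at 50 nM final. After 20 min at RT, polarization reported peptide displacement across a qHTS concentration series.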
# a7 integrin act – integrin-mediated muscular dystrophy alleviation activation | Potency, µM (highest dose often 38.3 µM), for the others: at the highest dose activation, hits mostly activators | 350,000 tested, 0.064% active | alpha7betagal myoblasts, beta-gal FDG fluorescence, 48 h;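 note: potency is the fitted concentration of half-maximal effect; 100% = response of the positive control SU9516; nearly all actives have a fitted effect of over 60% in size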
#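 alpha7betagal+/- myoblasts (passage 13, 250/well) treated 48 h at 37C with compounds at 1:260 dilution of DMSO stock. Lysed, then beta-galactosidase activity read as FDG fluorescence (ex 480/em 540) after 30 min, with pre-read for autofluorescence.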
# * marks the source's active call; other numbers are inactive results; ? = inconclusive; · = no result given; [ ] = dose if it differs, or a comment. Unless noted, calls come from the whole dose curve; as a rule, active = well fitted curve in the direction sought with a large enough effect; inconclusive = small, poorly fitted or top-dose-only effect, or another doubt; inactive = no such curve, though single readings can be large; an effect the other way counts as inactive or inconclusive. Only part of the results is shown; rates above refer to the full screens.
mol	TCR activator	Mito fusion yeast	ASM inhibitor	AT treatment	MBNL1 CUG block	TSHR antag	Menin MLL FP TR	MLL CXXC-DNA inh	PTAP TSG101 blk	a7 integrin act
COc1ccc(C(=O)NCC(=O)c2ccccc2)cc1	-10%	-1%	1%	-15%	-3%	0	5%	-2%	-9%	4%
C=CC[C@H](CC(=O)N[C@H](CO)Cc1ccccc1)C(=O)N[C@H](COC(=O)[C@H](CC=C)CC(=O)OC(C)(C)C)Cc1c[nH]c2ccccc12	-4%	·	-9%	1%	·	-19	·	·	0%	0%
O=C(OCC(=O)c1ccc(Cl)s1)c1ccccn1	-3%[46.1 µM]	0%	3%	-2%	?	15	7%	6%	-1%	-15%
Cc1ccc(-c2csc3ncnc(N4CCN(C(=O)c5ccccc5)CC4)c23)cc1	-2%	0%	-15%	-2%	-10%	-2	·	-5%	-4%	14%
COc1ccc(CN2CCN(C(=O)c3ccc(S(=O)(=O)N4CCCCCC4)cc3)CC2)cc1F	-4%	13%	-1%	2%	·	-31	·	·	-1%	18%
CCN(CC)c1ccc(-c2nnc(SCC(=O)N(CCOC)c3c(N)n(CC(C)C)c(=O)[nH]c3=O)o2)cc1	-3%	0%	-1%	14%	·	-4	·	·	-3%	28%
COc1ccccc1CNC(=O)C1=C(C)C(=O)OC12CCC(C)CC2 (centres undefined)	-3%	4%	0%	-9%	18%	4	-11%	7%	0%	-27%
COc1cc2nc(CN3CCN(S(=O)(=O)c4cc(C)ccc4C)CC3)[nH]c(=O)c2cc1OC	-4%	·	-3%	-2%	·	0	·	·	-5%	-26%
CCOC(=O)/C=C/C(=O)Nc1ccc(-c2nnc3n2CCCCC3)cc1	-2%	-7%	0%	-27%	7%	-4	1%	2%	-7%	-33%
Cc1ccccc1NC(=O)CSc1ccc(-c2ccco2)nn1	-5%[46.1 µM]	-3%	-1%	0%	7%	15	0%	-1%	0%	-18%
Cc1oc(-c2ccccc2F)nc1CN1CCC(C(=O)NC2CCCCCCC2)CC1	-2%	-2%	3%	1%	-1%	-6	-16%	5%	-3%	-21%
Cc1c(C(=O)c2ccccc2)c2ccccn2c1CCc1ccccn1	0%	-1%	-2%	-5%	19%	8	-16%	-4%	-3%	-4%
COC(=O)c1sc(NC(=S)NC(=O)c2ccc(C)cc2)nc1C	-14%	-1%	-2%	-7%	-11%	9	·	1%	0%	1%
CC(C)CCN1CCN(Cc2cccc3cccnc23)CC1CCO (centres undefined)	6%	4%	-3%	0%	3%	10	1%	-6%	-1%	-34%
CC(=O)c1cccc(NC(=O)C(C)OC(=O)C2=NNC(=O)CC2)c1 (centres undefined)	4%	·	2%	1%	·	5	·	·	-2%	4%

mol	TCR activator	Mito fusion yeast	ASM inhibitor	AT treatment	MBNL1 CUG block	TSHR antag	Menin MLL FP TR	MLL CXXC-DNA inh	PTAP TSG101 blk	a7 integrin act
COc1ccccc1CNC(=O)CCCc1cn(C)c2ccccc12	-1%	2%	5%	-1%	-3%	4	-19%	-16%	-3%	25%
O=C(c1cccs1)N1CCN(S(=O)(=O)c2cccc(Cl)c2Cl)CC1	1%	-16%	-11%	2%	·	1	·	·	-2%	-9%
O=c1oc2ccccc2c(Nc2ccc(O)cc2)c1[N+](=O)[O-]	-4%	2%	0%	4%	?	15	31%[activator]	-13%	-2%	-36%
CC1CCN(c2nc(-c3ccc(F)cc3)cc(C(F)(F)F)n2)CC1	-6%	-2%	28%	-10%	-3%	57	6%	-1%	-3%	-9%
Cc1cc2oc(C(=O)N(Cc3ccccc3)C3CCS(=O)(=O)C3)c(C)c2cc1C (centres undefined)	2%	?	·	-3%	-7%	11	?	-5%	-2%	18%
Cc1ccccc1NC(=O)CN1CCN(C)CC1	11%	0%	1%	13%	-17%	8	?	-5%	-3%	20%
CCC(=O)Nc1ccc(C(=O)CSc2nnc(-c3cccnc3)o2)cc1	-2%	-1%	-5%	2%	-6%	11	?	-3%	-5%	-2%
CN(C)CCNC(=O)C(C(=O)c1ccc(F)cc1)n1ccccc1=O (centres undefined)	-31%	-2%	4%	0%	-4%	12	18%	-6%	-1%	-7%
O=C(CCl)Nc1c(C(=O)Nc2ccc3c(c2)OCCO3)oc2ccccc12	-6%	-5%	-5%	-15%	18%	-30	·	-1%	-4%	-61%[inhibitor]
O=C(NCCc1ccc(Cl)cc1)c1cccs1	-132%	6%	3%	2%	-11%	-4	-2%	4%	0%	13%
COC(=O)c1ccccc1NC(=O)C1CCN(C(=O)c2cc(OC)cc(OC)c2)CC1	4%	3%	1%	0%	2%	-4	-24%	-7%	-3%	-36%
Cc1cccc(NC(=O)C2CCN(S(=O)(=O)c3cccs3)CC2)c1	-13%	4%	2%	·	-2%	-1	?	1%	-1%	0%
S=C(NC1CC1)N1CCCc2ccccc21	-8%	2%	4%	0%	-1%	19	·	6%	-2%	19%
COc1ccc2c(COC(=O)CNS(=O)(=O)c3ccccc3)cc(=O)oc2c1	-7%	·	15%	9%	·	·	·	·	-5%	-27%
Cc1ccc(OCc2nnc(SCC(=O)N3CCc4ccccc43)n2C)cc1	-2%	·	1%	·	·	·	·	·	2%	12%

mol	TCR activator	Mito fusion yeast	ASM inhibitor	AT treatment	MBNL1 CUG block	TSHR antag	Menin MLL FP TR	MLL CXXC-DNA inh	PTAP TSG101 blk	a7 integrin act
CN(C)CCCN(C(=O)c1ccc(S(=O)(=O)N(C)C)cc1)c1nc2ccc(F)cc2s1	-3%	-4%	-4%	-5%	1%	4	-2%	3%	0%	-15%
CCOC(=O)C1=C(COC(=O)/C=C/c2ccc(SC)cc2)NC(=O)NC1C (centres undefined)	1%	7%	56%[activator]	2%	·	-3	·	·	-2%	-7%
COc1cc(NC(=O)COC(=O)/C=C/c2c(C)nn(C3CCS(=O)(=O)C3)c2Cl)cc(OC)c1OC (centres undefined)	1%	0%	0%	-1%	3%	-7	·	13%	-3%	12%
CCOC(CNC(=O)c1ccc2c(c1)ncn2-c1ccccc1OC)OCC	2%	-5%	5%	-9%	-6%	-7	-18%	-7%	0%	18%
O=C(NN1C(=O)NC2(CCCCC2)C1=O)c1ccc(Cl)c(Cl)c1	0%	-1%	-3%	5%	·	-7	·	·	-3%	15%
O=C(CSc1nnc(-c2ccccc2)o1)N1CCc2ccccc2C1	5%	6%	-9%	-3%	9%	11	-16%	-4%	-5%	12%
CNc1nc(-c2ccccc2)nc(-c2ccc(OC)cc2)c1C#N	·	-3%	7%	1%	9%	14	29%	2%	-8%	18%
COc1ccc(OC)c(NC(=O)CN(C)S(=O)(=O)c2ccc3nc(C)sc3c2)c1	7%[46.1 µM]	-14%	4%	0%	3%[11.5 µM]	4	1%	3%	2%	16%
CCc1ccc(CN(C)C(=O)c2cc(=O)c3ccccc3o2)cc1	-1%	-26%	-11%	24%	0%	48	?	?	0%	-1%
CCn1c(/C=C/c2ccc(O)cc2)nc2ccccc2c1=O	6%	3%	-3%	2%	13%	-5	?	7%	-3%	-24%
COc1ccc(Nc2ccnc(Nc3ccc(OC)cc3)n2)cc1	-7%[46.1 µM]	11%	-3%	-3%	-14%	-14	?	16%	1%	-23%
C=CCn1cccc(C(=O)Nc2ccc(C)cc2)c1=O	-3%	13%	0%	4%	6%	8	20%	1%	2%	15%
CC(C(=O)N1CCCC1)N(c1ccccc1)S(C)(=O)=O (centres undefined)	·	0%	·	2%	-9%	-2	-10%	-7%	·	·
C=CCOc1nc2c(c(=O)n(C)c(=O)n2C)n1Cc1ccccc1	-5%	9%	3%	23%	3%	-4	·	-7%	-3%	11%
CCOC(=O)c1[nH]c2ccccc2c1NC(=O)C(C)(C)C	1%	0%	6%	-3%	-2%	-2	12%[11.7 µM]	4%	-1%	2%

mol	TCR activator	Mito fusion yeast	ASM inhibitor	AT treatment	MBNL1 CUG block	TSHR antag	Menin MLL FP TR	MLL CXXC-DNA inh	PTAP TSG101 blk	a7 integrin act
c1csc(-c2nnc(COc3ncnc4sccc34)o2)c1	4%	0%	3%	-1%	-12%	-1	·	13%	-1%	-30%
Cc1ccc(-c2nnc(SCc3ccccc3F)o2)cc1	0%	17%	3%	·	1%	-12	11%	-5%	-5%	0%[7.66 µM]
Cc1cc([N+](=O)[O-])ccc1NC(=O)Nc1ccc(F)cc1F	-24%	18%	-3%	2%	1%	-11	?	9%	3%	0%
CSc1nc2ccc3nc(NC(=O)c4ccc(C)cc4)sc3c2s1	-2%	13%	3%	10%	3%	-4	3%	2%	4%	-4%

# Bioassay records as filed in PubChem.
